Screens deposited in PubChem by National Center for Advancing Translational Sciences (NCATS).
EPAC1 antag: blocks human EPAC1 exchange factor. EPAC1 GEF assay, Rap1b-BODIPY-GDP exchange fluorescence. 0.14% of 360,000 active. Potency, µM (top dose mostly 115 µM), without a hit: at the top dose activity change, negative = inhibition, usual class: inhibitors;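 note: potency is the fitted concentration of half-maximal effect; plate controls were vehicle for no effect and positive control for full effect; nearly all actives have a fitted effect of over 50% in size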
Target sequence (O95398 whole entry, looked up): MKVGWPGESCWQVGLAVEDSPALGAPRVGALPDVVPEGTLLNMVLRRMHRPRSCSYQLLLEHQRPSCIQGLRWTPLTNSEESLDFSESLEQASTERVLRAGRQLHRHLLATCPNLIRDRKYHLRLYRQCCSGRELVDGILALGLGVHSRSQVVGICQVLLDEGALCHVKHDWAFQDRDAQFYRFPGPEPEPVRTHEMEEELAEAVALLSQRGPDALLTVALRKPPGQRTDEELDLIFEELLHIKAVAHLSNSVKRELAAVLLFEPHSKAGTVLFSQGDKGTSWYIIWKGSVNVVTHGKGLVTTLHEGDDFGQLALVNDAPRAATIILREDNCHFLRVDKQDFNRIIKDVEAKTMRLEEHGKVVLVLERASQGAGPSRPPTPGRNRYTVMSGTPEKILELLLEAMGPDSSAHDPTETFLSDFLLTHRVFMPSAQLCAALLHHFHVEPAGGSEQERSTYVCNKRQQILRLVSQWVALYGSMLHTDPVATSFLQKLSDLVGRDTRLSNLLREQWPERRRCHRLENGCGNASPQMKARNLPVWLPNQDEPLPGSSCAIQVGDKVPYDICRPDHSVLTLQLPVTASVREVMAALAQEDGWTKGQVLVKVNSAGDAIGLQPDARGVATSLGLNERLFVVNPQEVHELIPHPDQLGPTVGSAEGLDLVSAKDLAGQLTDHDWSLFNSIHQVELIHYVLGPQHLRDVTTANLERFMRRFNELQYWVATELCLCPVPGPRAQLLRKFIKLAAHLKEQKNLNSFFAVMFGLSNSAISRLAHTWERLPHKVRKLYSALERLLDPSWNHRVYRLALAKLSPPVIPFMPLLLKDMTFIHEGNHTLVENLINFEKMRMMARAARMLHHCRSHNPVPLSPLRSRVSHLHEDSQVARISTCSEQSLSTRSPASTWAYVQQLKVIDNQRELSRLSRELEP
IL-2 act: activators of IL-2; IL-2 activation reporter assay, cell-based qHTS; stimulated with anti-CD3/CD4/CD28 beads; in transgenic mouse T cells; activation, % (series mostly up to about 46 µM); 0.065% of 360,000 active; AID 652025; in the data active = activation above about 50%; inconclusive = mostly about 30% to 49%; note: 0% is about no effect
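Readout: EGFP and DsRed signals by fluorescent plate cytometry. Unstimulated transgenic mouse T cells received compound 60 min before antibody-bead stimulation, then incubated 18 h at 37 degrees C.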
Abeta yeast res: restores growth of yeast expressing A-beta42 peptide. yeast expressing A-beta42, growth rescue, OD600, 48 h; response scale: 0% DMSO, 100% iron-clioquinol control. Potency, µM (top dose mostly 46.1 µM), for the others: top-dose growth rescue, most hits filed as activators. 0.063% of 410,000 active; note: potency is the fitted concentration of half-maximal effect; nearly all actives have a fitted effect of over 55% in size
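Growth rescue measured by 600 nm absorbance after 48 h yeast culture at 30 C with compound. Values normalized between DMSO and an equimolar ferric chloride plus clioquinol control.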
PLK1 PBD block: inhibitors of human PLK1 polo-box domain binding; 2.8% of 360,000 active; Plk1 PBD binding of FITC phosphopeptide, fluorescence polarization; AID 720504; Potency, µM, without a hit: max response, negative = inhibition, most hits filed as inhibitors; P53350; note: potency is the fitted concentration of half-maximal effect; series mostly up to about 57 µM; % is set by controls: 0 for no effect and ±100 for the full control effect; nearly all actives have a fitted effect of over 65% in size
FUS suppressor: FUS proteinopathy suppression in yeast | S. cerevisiae FUS-expressing, growth rescue, OD600, 24 h | Potency, µM (top dose mostly 76.6 µM), for the others: at the highest dose growth rescue (activation), actives largely listed as activators | 0.24% of 390,000 active | AID 1347120;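 note: potency is the fitted concentration of half-maximal effect; plate controls were DMSO vehicle for no effect and reference control for full effect; nearly all actives have a fitted effect of over 55% in size; some results filed as inactive show a strong effect at the top dose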
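Yeast FUS proteinopathy model; galactose-induced FUS (2%), starting OD 0.005. Cpds in dilution series, 24hr, 30C, 99% humidity. Abs 600 nm growth. Pos ctrl CP55940 (top 92uM final); neg ctrl DMSO.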
PI5P4Ka inh: PI5P4K alpha (human) kinase inhibition. P48426. PI5P4Kalpha enzyme, ADP-Glo luminescence, 60 min; hits give low values. max response, %. 1.2% of 330,000 active. AID 652105; active = max response of -50% or lower; inconclusive = between -30% and -50%; inactive = -30% or higher; note: value at the top dose of about 77 µM; % is set by controls: 0 for no effect and ±100 for the full control effect
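Enzyme plus substrate dispensed, test compounds pinned in, then ATP (5 microM final) added. After 60 min at RT, ADP-Glo reagent 1 for 45 min and reagent 2 for 30 min preceded luminescence imaging.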
WRN inhibitor: WRN helicase (human) inhibition | 0.46% of 360,000 active | Potency, µM (titrated, usually from 114 µM), inactives show top-dose activity change, negative = inhibition, most hits filed as inhibitors | AID 651768 | Q14191 | WRN helicase unwinding, fluorescent forked duplex, kinetic; note: potency is the fitted concentration of half-maximal effect; % is set by controls: 0 for no effect and ±100 for the full control effect; nearly all actives have a fitted effect of over 55% in size
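WRN at 20 nM final was preincubated with compound for 15 min at room temperature; reaction started with 100 nM forked duplex oligonucleotide carrying fluorophore and quencher plus 2 mM ATP (final). Unwinding followed kinetically by red fluorescence (ex 525/em 598 nm).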
EPAC1 agonist: EPAC1 (human) agonism. O95398. EPAC1 agonist qHTS, biochemical assay; response scale: 100% = response to 6.5 mM cAMP. Potency, µM (top dose mostly 154 µM), for inactives: top-dose activation, usual class: activators. 0.073% of 360,000 active; note: potency is the fitted concentration of half-maximal effect; nearly all actives have a fitted effect of over 60% in size
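Multi-concentration qHTS readout: loss of Rap1B-bound BODIPY-GDP fluorescence driven by 100 nM EPAC1 with excess GDP (50 uM), monitored kinetically at room temperature; agonist response expressed relative to 6.5 mM cAMP.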
* = called active by the depositor; ? = inconclusive; . = not tested or not shown; [ ] = dose if it differs, or a comment. Unless noted, calls come from the whole dose curve; as a rule, active = well fitted curve in the direction sought with a large enough effect; inconclusive = small, poorly fitted or top-dose-only effect, or another doubt; inactive = no such curve, though single readings can be large; an effect the other way counts as inactive or inconclusive.

The first 5 compounds, to show the layout:
(1) O=c1c(C(c2ccc(Br)cc2)c2c(O)nc3n(c2=O)CCCS3)c(O)nc2n1CCCS2
(2) Cn1nc(NC(=O)C2CCC2C(=O)O)c2c(F)cccc21 (stereo not given)
(3) COc1ccc(C(=O)Nc2ccnn2C2CCN(Cc3ccn[nH]3)CC2)cc1
(4) COc1ccc(-c2nnc(SCC(=O)O)n2Cc2ccccc2)cc1
(5) Cc1cc(OC(C)C(=O)NC2CC(C)(C)NC(C)(C)C2)c2c(C)cc(=O)oc2c1 (stereo not given)
assay / entry	1	2	3	4	5
EPAC1 antag	3%	-2%	-9%	?	-1%
IL-2 act	0.1	-0.2	-1.3	-2.9	0.3
Abeta yeast res	-5%	-4%	14%	6%	.
PLK1 PBD block	?	3%	-11%	3%	1%
FUS suppressor	3%	-4%	-15%	-1%	-8%
PI5P4Ka inh	-3	1	0	-1	1
WRN inhibitor	-20%	3%	11%	-7%[57.1 µM]	-1%
EPAC1 agonist	-2%	-1%	8%	6%	14%

The list itself (from the top)
(1) O=c1c(C(c2ccc(Br)cc2)c2c(O)nc3n(c2=O)CCCS3)c(O)nc2n1CCCS2
(2) Cn1nc(NC(=O)C2CCC2C(=O)O)c2c(F)cccc21 (stereo not given)
(3) COc1ccc(C(=O)Nc2ccnn2C2CCN(Cc3ccn[nH]3)CC2)cc1
(4) COc1ccc(-c2nnc(SCC(=O)O)n2Cc2ccccc2)cc1
(5) Cc1cc(OC(C)C(=O)NC2CC(C)(C)NC(C)(C)C2)c2c(C)cc(=O)oc2c1 (stereo not given)
(6) COc1ccc(-c2nc3ncccn3c2Br)cc1
(7) COc1ccccc1OCCNC(=O)Cc1ccc(S(=O)(=O)N2CCOCC2)s1
(8) COc1ccc(C2N(S(=O)(=O)c3ccccc3)CCN2S(=O)(=O)c2ccc(C)cc2)cc1 (stereo not given)
assay / entry	1	2	3	4	5	6	7	8
EPAC1 antag	3%	-2%	-9%	?	-1%	7%	-14%	11%
IL-2 act	0.1	-0.2	-1.3	-2.9	0.3	1.4	1.7	-4.3
Abeta yeast res	-5%	-4%	14%	6%	.	-10%	-3%	4%
PLK1 PBD block	?	3%	-11%	3%	1%	-2%	-3%	-6%
FUS suppressor	3%	-4%	-15%	-1%	-8%	-35%	9%	28%
PI5P4Ka inh	-3	1	0	-1	1	-10	2	.
WRN inhibitor	-20%	3%	11%	-7%[57.1 µM]	-1%	6%	-16%	0%
EPAC1 agonist	-2%	-1%	8%	6%	14%	4%	1%	10%

(9) Cn1ncc2cc3c(Nc4ccc(Cl)cc4)cccc3nc21
(10) CCOC(=O)COc1ccc(/C=C2\NC(=S)N(CC)C2=O)cc1
(11) O=C(COc1ccccc1[N+](=O)[O-])NCC1(N2CCOCC2)CCCCC1
(12) Cc1noc(C)c1C(=O)NCc1ccccc1
(13) Cc1nn(-c2ccccc2)c2c1C(c1ccc(Cl)cc1)N(c1ccccc1)C(=O)N2 (stereo not given)
(14) Cc1cc(C)nc(-n2nc(C)cc2NC(=O)c2cccc(S(=O)(=O)N3CCOCC3)c2)n1
(15) Cc1oc2c(C)c3oc(=O)c4c(c3cc2c1C)CCCC4
(16) Cc1cccc(OCCC(=O)OCc2csc(CC(=O)Nc3ccccc3C)n2)c1
assay / entry	9	10	11	12	13	14	15	16
EPAC1 antag	-13%	-23%	-16%	-5%	-15%	?	11%	-5%
IL-2 act	0.2	-1.1	4.8	-0.7	0.0	-3.4	-0.8	1.7
Abeta yeast res	7%	2%	15%	23%	17%	-20%	-10%	-6%
PLK1 PBD block	-11%	-15%	-2%	-5%	-7%	-4%	-6%	3%
FUS suppressor	-7%	6%	8%	-22%	25%	6%	23%	?
PI5P4Ka inh	-7	2	1	1	-2	-2	.	-2
WRN inhibitor	?	8%	-30%	-17%[57.1 µM]	-8%	-14%	-28%	-6%
EPAC1 agonist	21%	-7%	-8%	-4%	6%	4%	-3%	-2%

(17) CN(CC(=O)Nc1ccc2c(c1)OCO2)S(=O)(=O)c1ccc2c(c1)CCC(=O)N2
(18) O=C(CC1SC(N2CCCC2)=NC1=O)Nc1ccc(C(=O)NCc2ccccc2F)cc1 (stereo not given)
(19) O=C(N/N=C/c1cccc(Oc2ccccc2)c1)c1ccncc1
(20) COCCNC(=O)/C(C#N)=C\c1ccc(CNS(=O)(=O)c2ccc(C)cc2)o1
(21) O=C(c1ccco1)N1CCN(C(=O)c2ccc(Cn3cc(Br)cn3)o2)CC1
(22) Oc1cc(NCc2cccnc2)ccc1-c1nc2ccccc2o1
(23) O=C(CCCc1ccccc1)Nc1ccccn1
(24) CC(CN1CCCC1)OC(=O)C(c1ccccc1)c1ccccc1 (stereo not given)
assay / entry	17	18	19	20	21	22	23	24
EPAC1 antag	-2%	9%	-17%	-5%	-12%	-9%	-7%	-5%
IL-2 act	-2.4	-1.5	-2.1	0.3	1.0	-2.2	-1.6	0.8
Abeta yeast res	-13%	-3%	5%	-1%	0%	-23%	7%	11%
PLK1 PBD block	0%	0%	?	-3%	-14%	0%	-7%	-10%
FUS suppressor	40%	-13%	2%	-27%	-2%	26%	-6%	-30%
PI5P4Ka inh	-4	6	-13	-1	-11	16	0	1
WRN inhibitor	-4%	6%	4%	1%	-6%	-20%	1%	3%
EPAC1 agonist	-2%	-11%	-5%	9%	19%	8%	2%	6%

A few values from above.
compound 14 @ IL-2 act: -3.4
compound 1 @ PI5P4Ka inh: -3
compound 11 @ FUS suppressor: 8%
compound 17 @ Abeta yeast res: -13%

Carrying on:
(25) CCCn1nnc(NC(=S)NC(=O)c2ccccc2OC)n1
(26) Cc1n[nH]c(=O)c2c(NC(=O)CSc3nn(-c4ccc(F)cc4)c(=S)s3)oc(C)c12
(27) O=Cc1ccc(O)c2ncccc12
(28) Oc1ccccc1-c1cnc2cccnn12
(29) CC(=O)Nc1ccc(CN2CCCC(CO)(Cc3cccc(Cl)c3)C2)cc1 (stereo not given)
(30) O=C(NC1CCCCC1)NC1CCN(S(=O)(=O)c2ccc3c(c2)OCCO3)CC1
(31) NCCCCCNC(=O)c1[nH]cnc1C(=O)N[C@@H](Cc1ccccc1)C(=O)OCc1ccccc1
(32) CSc1ccc(CNc2nc3ccccc3n3cnnc23)cc1
assay / entry	25	26	27	28	29	30	31	32
EPAC1 antag	-4%	4%	1%	-14%	1%	3%	9%	-14%
IL-2 act	1.7	0.2	-0.9	0.1	0.1	2.6	0.4	0.1
Abeta yeast res	-5%	10%	-86%[inhibitor]	-7%	-3%	10%	-11%	3%
PLK1 PBD block	-19%	?	-10%	-5%	-11%	2%	-2%	-6%
FUS suppressor	9%	29%	-12%	-10%	2%	-9%	12%	-20%
PI5P4Ka inh	1	-5	-3	-2	3	1	-2	3
WRN inhibitor	5%	-29%	9%[57.1 µM]	-10%	-1%	6%	-3%	-1%
EPAC1 agonist	1%	11%	9%	5%	9%	6%	13%	13%

2 records drawn at random from those above:
(26) Cc1n[nH]c(=O)c2c(NC(=O)CSc3nn(-c4ccc(F)cc4)c(=S)s3)oc(C)c12
(32) CSc1ccc(CNc2nc3ccccc3n3cnnc23)cc1
assay / entry	26	32
EPAC1 antag	4%	-14%
IL-2 act	0.2	0.1
Abeta yeast res	10%	3%
PLK1 PBD block	?	-6%
FUS suppressor	29%	-20%
PI5P4Ka inh	-5	3
WRN inhibitor	-29%	-1%
EPAC1 agonist	11%	13%

More results
(33) COc1cc(C(C)=O)ccc1OCC(=O)Nc1ccc2nc(C)sc2c1
(34) CC(=O)OCC(=O)[C@H]1CC[C@H]2[C@@H]3CCC4=CC(=O)CC[C@]4(C)[C@H]3CC[C@]12C
(35) CCCNC(=O)CCCCn1c(=S)[nH]c2c([nH]c3ccc(OC)cc32)c1=O
(36) CCS(=O)(=O)Nc1ccc(C2=NN(C(=S)Nc3ccccc3)C(c3ccco3)C2)cc1 (stereo not given)
(37) Cc1ccc2c(c1)NC(=O)c1cc([N+](=O)[O-])ccc1O2
(38) O=C(CN1C(=O)NC(c2ccccc2)(c2ccccc2)C1=O)NCC(=O)Nc1ccc(F)cc1
(39) Cn1c(SCCCC(=O)c2ccc(Br)cc2)nnc1-c1ccncc1
(40) Cc1ccc(-c2cc(C(F)F)nc(N3CCOCC3)n2)cc1
assay / entry	33	34	35	36	37	38	39	40
EPAC1 antag	-2%	-6%	-5%	3%	-17%	-15%	-11%	-17%
IL-2 act	-0.5	-0.3	-1.1	-1.4	-1.6	-2.7	-2.3	-2.9
Abeta yeast res	-14%	-27%	-10%	3%	11%	-12%	4%	-9%
PLK1 PBD block	-3%	-21%	21µM*	-24%	-9%	-1%	-1%	-9%
FUS suppressor	22%	-9%	7%	.	-39%	.	-2%	10%
PI5P4Ka inh	-1	9	?	-27	1	0	7	23
WRN inhibitor	8%	-2%	-13%	-15%	-8%	3%	-8%	-8%
EPAC1 agonist	-11%	-11%	4%	3%	6%	12%	6%	-1%

(41) COc1ccccc1N1CCN(Cc2cc3c(cc2[N+](=O)[O-])OCO3)CC1
(42) O=C(Nc1cnn(C23CC4CC(CC(C4)C2)C3)c1)c1cnn2c(C(F)(F)F)cc(-c3ccco3)nc12
(43) O=C(NN=Cc1ccccc1C(=O)O)C(=O)NN=Cc1ccccc1C(=O)O
(44) CCOc1ncccc1C(=O)Nc1ccc(F)c(Cl)c1
(45) O=C(Nc1cc(C(F)(F)F)ccc1-n1cncn1)c1ccc(Br)cc1
(46) CCCN(CCC)CCCNC(=O)CCNS(=O)(=O)c1ccc(Br)cc1
(47) O=C(Nc1ccc(Oc2cccc(C(F)(F)F)c2)nc1)c1ccco1
(48) CC(C)(CO)NC(=O)C(c1ccccc1)c1ccccc1
(49) O=C1OC(c2cccs2)=N/C1=C/c1ccc(-c2cccc(C(=O)O)c2)o1
(50) CCCC(=O)N(CCN1CCOCC1)c1nc2c(F)cc(F)cc2s1
assay / entry	41	42	43	44	45	46	47	48	49	50
EPAC1 antag	6%	9%	-23%	-4%	-21%	-6%	-23%	5%	1%	-5%
IL-2 act	0.0	-1.6	-0.2	-0.8	-2.4	0.3	-3.6	0.1	0.0	-1.9
Abeta yeast res	-7%	-12%	8%	13%	-10%	13%	13%	-20%	-3%	-7%
PLK1 PBD block	-15%	-9%	5%	4%	-6%	-4%	1%	-13%	19%	-16%
FUS suppressor	-4%	-13%	19%	-31%	12%	4%	-2%	1%	-24%	15%
PI5P4Ka inh	-4	.	-2	1	7	-5	1	.	-70*	3
WRN inhibitor	-3%	2%	-15%	-6%	7%	0%	-4%	-4%	?	-5%
EPAC1 agonist	16%	0%	11%	1%	0%	-1%	-12%	11%	5%	-1%
